From PubChem BioAssay
3CLpro inhibitor: SARS-CoV 3CLpro protease inhibition. recombinant SARS-CoV 3CLpro, quenched FRET peptide cleavage. inhibition, % at 6 µM. 0.14% of 290,000 active. AID 1706; in the data active means inhibition above about 12%
CCHFV vOTU inh: CCHFV vOTU protease inhibition; Pep-AMC fluorescence; inhibition, % at 11.5 µM; AID 651958; 0.55% of 370,000 active; in the data active means inhibition above about 30%; further: 0% = vehicle wells with enzyme and 100% = no enzyme wells
PfHsp40 yeast: restores yeast growth despite PfHsp40 toxicity. growth rescue, % at 12.5 µM. S. cerevisiae expressing PfHsp40, growth rescue, ATP luminescence. 0.68% of 340,000 active. AID 504582; in the data active means growth rescue above about 28%, passing the limit was not always enough;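 further: yeast W303a lacking pdr1 and pdr3 grown in galactose medium; growth measured after three days at 30 °C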
Anthrax LF prot: inhibitors of Bacillus anthracis lethal factor protease. P15917. multiplex microsphere protease cleavage assay, LF. inhibition, % at 10 µM. 0.12% of 360,000 active; further: plate controls were buffer without enzyme for full effect and enzyme alone for no effect
Target sequence (P15917 whole entry, looked up): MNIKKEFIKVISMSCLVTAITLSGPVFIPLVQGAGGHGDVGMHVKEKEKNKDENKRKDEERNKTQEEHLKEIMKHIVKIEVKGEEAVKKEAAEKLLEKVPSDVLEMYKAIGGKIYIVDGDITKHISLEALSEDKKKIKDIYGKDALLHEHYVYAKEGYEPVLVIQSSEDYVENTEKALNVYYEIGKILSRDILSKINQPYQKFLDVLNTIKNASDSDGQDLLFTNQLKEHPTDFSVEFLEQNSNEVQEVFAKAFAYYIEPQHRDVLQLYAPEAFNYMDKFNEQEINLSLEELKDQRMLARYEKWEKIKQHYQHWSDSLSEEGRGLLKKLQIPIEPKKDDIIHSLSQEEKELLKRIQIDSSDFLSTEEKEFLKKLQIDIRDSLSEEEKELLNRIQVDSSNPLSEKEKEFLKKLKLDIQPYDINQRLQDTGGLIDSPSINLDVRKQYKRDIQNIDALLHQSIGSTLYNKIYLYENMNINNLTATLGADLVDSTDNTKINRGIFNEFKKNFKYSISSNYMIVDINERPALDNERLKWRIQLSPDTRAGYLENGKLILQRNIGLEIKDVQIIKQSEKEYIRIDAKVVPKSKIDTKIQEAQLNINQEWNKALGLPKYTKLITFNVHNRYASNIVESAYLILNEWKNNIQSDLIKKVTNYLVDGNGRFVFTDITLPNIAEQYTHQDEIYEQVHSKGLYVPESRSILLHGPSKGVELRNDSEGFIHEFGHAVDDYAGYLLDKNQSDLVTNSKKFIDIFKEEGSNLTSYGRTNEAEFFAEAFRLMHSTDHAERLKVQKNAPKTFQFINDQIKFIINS
Yp Topo-I inh: Y. pestis Topo-I inhibition via cleavage products; Y. pestis Topo-I cleavage product accumulation, plate reader; activity, % at 10 µM; 0.064% of 360,000 active; AID 504884; in the data active means activity above about 50%, passing the limit was not always enough; further: inactives centre near 2
PriA SSB inh: inhibitors of Klebsiella pneumoniae PriA binding to SSB C-terminal tail; AlphaScreen SSBct-PriA binding, biotinylated peptide; inhibition, % at 33 µM; 0.6% of 430,000 active; AID 1272365; in the data active means inhibition mostly above about 37%, no sharp cut-off; inactive means mostly below about 20%;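 further: plate controls were negative control peptide for no effect and reference peptide for full effect; strong numbers were not always called active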
VHR inh abs: DUSP3 (human) phosphatase inhibition; P51452; recombinant VHR phosphatase, pNPP absorbance; inhibition, % at 13.3 µM; 0.52% of 290,000 active; AID 1654; in the data active means inhibition above about 50%; further: some compounds called inactive have numbers as strong as hits
Target sequence (P51452 whole entry, looked up): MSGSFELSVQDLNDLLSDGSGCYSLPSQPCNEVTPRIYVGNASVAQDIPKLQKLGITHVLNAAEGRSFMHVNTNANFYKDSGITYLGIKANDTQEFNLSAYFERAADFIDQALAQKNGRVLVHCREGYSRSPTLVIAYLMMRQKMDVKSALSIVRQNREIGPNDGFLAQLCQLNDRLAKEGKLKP
Vc quorum ag: induces V. cholerae light production without autoinducers. V. cholerae BH1578 lux reporter, luminescence, 6 h. activation, % at 18.7 µM. 0.16% of 350,000 active; in the data active means activation mostly above about 9.7%, no sharp cut-off; further: not every result past the cut was called active; inactives centre near 0; reference of the scale not given here
BoNT-A LC inh2: BoNT A light chain protease inhibition; 0.17% of 360,000 active; inhibition, % at 10 µM; AID 588499; multiplex microsphere protease substrate cleavage, flow cytometry; further: plate controls were buffer without enzyme for full effect and enzyme alone for no effect
TcdB inh: TcdB glycohydrolase inhibition | P18177 | TcdB glycohydrolase enzymatic assay, plate reader | inhibition, % at 9.99 µM | 0.24% of 350,000 active; in the data active means inhibition above about 10%
An asterisk follows results filed as active; i = inactive; x = not tested or not shown. Unless noted, no stated cut-off is given here; in the data, active means inhibition above about 30%; inconclusive means no clear call, values can overlap the other calls; inactive means below that.

The first 3 records as a preview:
| SMILES | 3CLpro inhibitor | CCHFV vOTU inh | PfHsp40 yeast | Anthrax LF prot | Yp Topo-I inh | PriA SSB inh | VHR inh abs | Vc quorum ag | BoNT-A LC inh2 | TcdB inh |
| --- | --- | --- | --- | --- | --- | --- | --- | --- | --- | --- |
| O=C(CCC1N=C2c3ccccc3N=C(SCc3cccc(Cl)c3)N2C1=O)NCc1ccco1 (stereo not drawn) | 5 | -14 | 1.8 | -2 | 3 | -14 | 0 | -1.5 | 1.3 | x |
| COc1ccc(C(CNC(=O)c2cccc(S(=O)(=O)N3CCCC(C)C3)c2)N(C)C)cc1 (stereo not drawn) | x | 6 | 0.8 | -1 | 16 | -4 | x | i | -0.1 | 0.9 |
| CC(Oc1ccccc1F)c1nnc(SCC(=O)NCc2ccc3c(c2)OCO3)o1 (stereo not drawn) | x | 9 | -1.0 | 1 | 22 | -4 | x | -2.5 | 1.9 | 1.3 |

The whole of this part, previewed entries included:
| SMILES | 3CLpro inhibitor | CCHFV vOTU inh | PfHsp40 yeast | Anthrax LF prot | Yp Topo-I inh | PriA SSB inh | VHR inh abs | Vc quorum ag | BoNT-A LC inh2 | TcdB inh |
| --- | --- | --- | --- | --- | --- | --- | --- | --- | --- | --- |
| O=C(CCC1N=C2c3ccccc3N=C(SCc3cccc(Cl)c3)N2C1=O)NCc1ccco1 (stereo not drawn) | 5 | -14 | 1.8 | -2 | 3 | -14 | 0 | -1.5 | 1.3 | x |
| COc1ccc(C(CNC(=O)c2cccc(S(=O)(=O)N3CCCC(C)C3)c2)N(C)C)cc1 (stereo not drawn) | x | 6 | 0.8 | -1 | 16 | -4 | x | i | -0.1 | 0.9 |
| CC(Oc1ccccc1F)c1nnc(SCC(=O)NCc2ccc3c(c2)OCO3)o1 (stereo not drawn) | x | 9 | -1.0 | 1 | 22 | -4 | x | -2.5 | 1.9 | 1.3 |
| Cc1c(NC(=O)C(C)OC(=O)Cc2ccc(F)cc2)c(=O)n(-c2ccccc2)n1C (stereo not drawn) | x | 10 | -1.4 | -2 | -3 | -10 | x | i | 0.8 | -1.2 |
| Cc1ccc(S(=O)(=O)N2CCC(C(=O)NNS(=O)(=O)c3ccc(Cl)cc3)CC2)cc1 | 5 | 0 | 1.6 | 7 | -7 | 7 | -3 | -0.3 | 1.4 | x |
| Cc1ccc(S(=O)(=O)NCCC(=O)NCc2ccccn2)cc1 | x | -3 | 1.7 | -3 | -4 | -11 | x | -0.7 | -18 | 1.3 |
| CCCC(=O)Nc1nn(CC)c2nc3ccc(C)cc3cc12 | -2 | -6 | -1.3 | 6 | 3 | 7 | 32 | i | -2.1 | 3.0 |
| CC1Cc2ccccc2N1C(=O)c1cccnc1 (stereo not drawn) | -5 | -8 | -0.1 | -2 | 4 | -14 | -1 | -1.2 | 0.7 | x |
| Nc1[nH]c(C(=O)c2ccccc2)c(-c2ccc(Cl)cc2Cl)c1C(=O)c1ccc(Cl)c(Cl)c1 | x | 0 | x | 5 | x | x | x | x | -0.7 | 0.7 |
| Cc1ccccc1OCCn1c(=O)sc2ccccc21 | 1 | 0 | 4.7 | -2 | 29 | -61 | 9 | -3.6 | -0.1 | x |
| Nc1ccc(N2CCCCC2)c(S(=O)(=O)Nc2ccc(Cl)cc2)c1 | -2 | 11 | 0.1 | -10 | -3 | -5 | 4 | -0.4 | -1.0 | 0.0 |
| Cc1cc(=O)oc2c(C)c(OCC(=O)N3CCN(Cc4ccccc4)CC3)ccc12 | -7 | 4 | 0.5 | -2 | 16 | -7 | 20 | -0.3 | 0.1 | 0.6 |
| CCCCCc1ccc(-c2nnc(N)s2)cc1 | 3 | 4 | 1.1 | -1 | -2 | -6 | 12 | 0.5 | -0.6 | 0.8 |
| Cc1ccccc1NS(=O)(=O)c1ccc(C(=O)N2CC(C)OC(C)C2)cc1 (stereo not drawn) | x | -1 | 0.0 | 3 | -7 | -3 | x | 4.3 | 2.4 | 0.9 |
| COc1ccc(C2=NN(C(N)=S)C(c3ccccc3)C2)cc1 (stereo not drawn) | -6 | -7 | -0.7 | 1 | 6 | 16 | 12 | i | 0.8 | 2.2 |
| CCc1nn(CC(=O)Nc2ccc(Br)c(C)c2)c(=N)s1 | 7 | 0 | 0.5 | -4 | -3 | 11 | 9 | -2.0 | 0.1 | 0.6 |
| Cc1ccc(C(=O)COC(=O)c2nc(Cl)ccc2Cl)cc1 | x | 4 | 1.1 | 4 | 1 | -11 | x | -1.0 | 0.5 | 1.5 |
| CCc1ccc(S(=O)(=O)N/N=C\c2cn(CC(N)=O)c3ccccc23)cc1 | 3 | 18 | -0.8 | -3 | 8 | x | 4 | 6.4 | -0.6 | 0.8 |
| Cc1ccc(C)c(S(=O)(=O)N2CCN(C(=O)Cc3ccc(S(=O)(=O)N4CCOCC4)s3)CC2)c1 | x | -2 | -0.2 | 0 | 25 | 3 | x | i | -3.1 | 0.2 |
| Clc1cccc(-c2nc3ccc(Br)cn3c2Cc2ccccc2)c1 | x | 16 | x | 5 | x | x | x | x | 7.4 | 1.0 |

New compounds follow.
| SMILES | 3CLpro inhibitor | CCHFV vOTU inh | PfHsp40 yeast | Anthrax LF prot | Yp Topo-I inh | PriA SSB inh | VHR inh abs | Vc quorum ag | BoNT-A LC inh2 | TcdB inh |
| --- | --- | --- | --- | --- | --- | --- | --- | --- | --- | --- |
| COC(=O)c1c(NC(=O)c2ccccc2)sc2c1CC(C)(C)NC2(C)C | -3 | 0 | 0.1 | 1 | 2 | -9 | 16 | -0.3 | 0.0 | 1.7 |
| CCOc1ccc(NC(=O)CN(C)C(=O)c2cc(-c3cccs3)nn2-c2ccccc2)cc1OCC | x | 7 | 5.3 | -2 | 44 | 11 | x | i | -0.2 | -0.3 |
| Cc1nnc(SCc2ccc(CC(=O)O)cc2)o1 | -3 | -4 | 0.0 | 1 | -5 | -15 | 15 | i | 1.3 | x |
| COc1cc(C)c(NC(=O)COc2ccc3c(c2)CCC3)cc1OC | x | 2 | 1.0 | -6 | 20 | -1 | x | -3.1 | -0.3 | 2.0 |
| CCCCCCCCCCCCN1[C@@H](CC(=O)O)c2cc(F)ccc2S1(=O)=O | x | 32* | 49* | -6 | 16 | 8 | x | -1.7 | -0.2 | -1.5 |
| Cc1ccc(Cc2nnc3n(-c4ccccc4)nc(C(=O)c4ccccc4)n3c2=O)cc1 | 4 | 1 | -0.3 | -1 | 36 | 2 | 9 | -0.1 | -2.7 | x |
| O=C(NCc1ccccc1Cl)c1ccc[nH]1 | -2 | 3 | 0.7 | 4 | 2 | 15 | 31 | -0.6 | 0.7 | 1.8 |
| O=C(NCc1cc(C(F)(F)F)ccc1Cl)c1cccc2c1C(=O)c1ccc(N3CCC(N4CCCCC4)CC3)cc1S2(=O)=O | x | 4 | x | 20 | 15 | x | x | -0.5 | 13 | 1.4 |
| CC(=O)c1cn(CC(=O)Nc2ccccc2Cl)c2ccccc12 | -2 | -11 | -0.7 | 0 | 0 | 5 | 22 | 0.8 | 0.1 | 1.0 |
| CN(CC(=O)NCCc1ccc(S(N)(=O)=O)cc1)CC(=O)Nc1ccccc1C(F)(F)F | x | 13 | -0.4 | -3 | 5 | -5 | x | -4.3 | -0.3 | 0.9 |
| CCOC(=O)C1CCN(C(=O)c2ccc(OCC(=O)N3CCOCC3)c(OC)c2)CC1 | x | -7 | -1.1 | -1 | 3 | 0 | x | -0.7 | 7.2 | 1.1 |
| CCn1c(O)c(N=NC(=O)C(O)c2ccccc2)c2ccccc21 (stereo not drawn) | 3 | 2 | 0.1 | 0 | -10 | 13 | 13 | -0.6 | 0.3 | 2.0 |
| CC(C)C[C@H]1CNC(=S)N1C[C@H]1CCCN1C[C@H](CC(C)C)N1C[C@H](CC(C)C)N(CCc2ccccc2)C1=S | x | 22 | x | -9 | x | x | x | x | -0.3 | 1.2 |
| CC(=O)c1ccc(-n2c(CCC(=O)O)ccc2-c2ccccc2)cc1 | -1 | -17 | -1.0 | 3 | 4 | -7 | x | i | 2.0 | -0.3 |
| CCOc1ccccc1/C=N/NC(=O)Cc1csc(Nc2cccc(C(F)(F)F)c2)n1 | -2 | 11 | 0.2 | -3 | -7 | x | 20 | i | -1.0 | x |
| COc1ccc(-c2cc(-c3ccccc3O)[nH]n2)cc1OC | 2 | 2 | 0.5 | -8 | -3 | 0 | 8 | 1.7 | 0.1 | x |
| C/C(N)=C(/C#N)C(=O)COC(=O)c1cc(-c2cccc3ccccc23)nc2ccccc12 | 1 | -12 | 0.6 | 0 | 2 | -11 | 23 | i | 1.1 | x |
| O=C1c2ccccc2C(c2nnnn2-c2ccc3c(c2)OCCO3)N1CCc1c[nH]c2ccccc12 (stereo not drawn) | x | 3 | x | 11 | x | x | x | x | 0.2 | 1.5 |
| CCOC(=O)c1ccc(NC(=O)C(=O)NCc2ccco2)cc1 | 1 | 4 | -0.6 | 4 | 7 | -12 | 36 | 0.7 | -0.3 | -0.1 |
| O=C(O)CC(C(=O)Nc1ccc(Cl)c(Cl)c1)C1CCCO1 (stereo not drawn) | -8 | -1 | -1.2 | -6 | -2 | -6 | 4 | i | -0.4 | 1.3 |

Next compounds
Structure | 3CLpro inhibitor | CCHFV vOTU inh | PfHsp40 yeast | Anthrax LF prot | Yp Topo-I inh | PriA SSB inh | VHR inh abs | Vc quorum ag | BoNT-A LC inh2 | TcdB inh
O=C1NC2(CCN(Cc3ccccc3)CC2)Oc2ccccc21 | 3 | 1 | -0.9 | -1 | -1 | 5 | -9 | -3.0 | -0.2 | -0.4
O=C1CCN(CCc2ccccc2)CCN1[C@H](CO)Cc1ccccc1 | -2 | 2 | -1.2 | 5 | 2 | -10 | 5 | i | 0.2 | 0.9
Cn1c(=O)oc2cc(S(=O)(=O)CCC(=O)Nc3ccccc3)ccc21 | -2 | 11 | 0.4 | -2 | -4 | 10 | 18 | -0.9 | 1.0 | 3.1
Cc1ccc(-n2ncc3c(NCCCN4CCOCC4)ncnc32)c(C)c1 | -6 | -6 | 0.7 | 5 | -10 | -17 | 17 | -0.1 | 0.7 | 2.0
O=C1N=C(c2ccccc2)C(c2ccccc2)N1 (stereo not drawn) | -1 | -52 | 1.4 | -4 | -1 | 0 | 8 | -0.2 | -0.2 | x
CCOc1ccc(CCNC(=O)c2cc3c(C)nccc3[nH]c2=O)cc1OCC | 1 | -9 | 0.5 | 1 | 11 | 10 | 16 | i | -0.4 | 1.1
CC(C)CC1(C)NC(=O)N(CC(=O)Nc2ccc3c(c2)OCCO3)C1=O (stereo not drawn) | x | -6 | -0.3 | -3 | 0 | -16 | x | 7.1 | 0.3 | 1.7
O=C(O)c1ccc(CNCc2ccccc2Cl)cc1 | -2 | 8 | -0.6 | -1 | 0 | -7 | -4 | i | -0.1 | x

Next entries follow:
Structure | 3CLpro inhibitor | CCHFV vOTU inh | PfHsp40 yeast | Anthrax LF prot | Yp Topo-I inh | PriA SSB inh | VHR inh abs | Vc quorum ag | BoNT-A LC inh2 | TcdB inh
CC(=O)Nc1cccc([N+](=O)[O-])c1 | 5 | 9 | -0.7 | -2 | 4 | 4 | 16 | 0.1 | -0.1 | -2.6
Cc1cc2nc(-c3ccc(NC(=O)c4cccnc4)cc3)oc2cc1C | -2 | 1 | 1.0 | -4 | 16 | -10 | 27 | 3.4 | -0.7 | x
COc1cccc(NC(=O)C2CCC(CNS(=O)(=O)c3ccc4c(c3)CC(C)N4C(C)=O)CC2)c1 (stereo not drawn) | 5 | -2 | -0.8 | 0 | 18 | -14 | 3 | i | -1.9 | 0.1
Cc1c(NC(=O)c2ccc(C(C)(C)C)cc2)cccc1[N+](=O)[O-] | 3 | 1 | 6.9 | 1 | 6 | -15 | 16 | i | 0.1 | 2.4
CCN(CC)C(=O)NC1CC2CCCC(C1)N2Cc1ccccc1 (stereo not drawn) | -1 | -14 | -1.2 | -2 | 9 | -22 | 0 | -0.3 | 0.7 | x
CCCCC(C(=O)NC1CCCC1)N(C(=O)c1snc(C(N)=O)c1N)c1ccc(F)cc1 (stereo not drawn) | 0 | 7 | 1.9 | 1 | 22 | -13 | 25 | i | 0.0 | 1.6
C=CCNC(=O)c1onc(CSc2cc(C)cc(C)c2)c1C(=O)O | 6 | 10 | 1.2 | -2 | -5 | -12 | 0 | -0.4 | 0.1 | 2.6

A portion of the library; rates above refer to the full screens.
